Screening results from PubChem BioAssay.
Scp1 inh: Scp-1 phosphatase inhibitors, primary screen, biochemical, colorimetric, uHTS; Carboxy-terminal domain RNA polymerase II polypeptide A small phosphatase 1 (Homo …; Recombinant Scp1, phosphopeptide, malachite green phosphate absorbance; inhibition, % at 20 µM; 340,000 tested, 0.88% active; AID 493091, 2011;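 active = inhibition above about 50% at 20 µM, limit read from the data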;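 note: plate controls were DMSO wells with enzyme for no effect and wells lacking enzyme for full effect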
Target sequence (Q9GZU7 76-261 limits assumed): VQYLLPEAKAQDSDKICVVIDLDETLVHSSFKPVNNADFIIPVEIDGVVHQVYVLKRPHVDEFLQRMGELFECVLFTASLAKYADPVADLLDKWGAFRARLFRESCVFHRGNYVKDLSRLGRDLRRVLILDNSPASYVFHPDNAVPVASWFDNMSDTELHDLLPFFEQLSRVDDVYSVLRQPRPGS
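assay system = SCP-1 phosphatase catalytic domain, residues 76-261 | buffer or medium = 50 mM Tris acetate pH 5.5, 0.005% Tween-20, 10 mM MgCl2 | incubation = enzyme reaction 45 min at room temperature, colour 5 min, stabilisation 30 min | signal = Phosphate-binding colour reagent, absorbance read at 630 nm | measure = % inhibition at 20 µM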
LMPTP inh: LMPTP phosphatase inhibitors, primary screen, biochemical, fluorescence intensity, uHTS | Low molecular weight phosphotyrosine protein phosphatase (Homo sapiens), P24666 | recombinant LMPTP-A, OMFP fluorogenic substrate | inhibition, % at 20 µM | 360,000 tested, 0.22% active;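 active = compounds that cut the enzyme signal by at least half of the control window in the single-dose screen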;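 note: plate controls were DMSO wells with enzyme plus substrate for no effect and substrate without enzyme for full effect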
Target sequence (P24666 whole entry, looked up): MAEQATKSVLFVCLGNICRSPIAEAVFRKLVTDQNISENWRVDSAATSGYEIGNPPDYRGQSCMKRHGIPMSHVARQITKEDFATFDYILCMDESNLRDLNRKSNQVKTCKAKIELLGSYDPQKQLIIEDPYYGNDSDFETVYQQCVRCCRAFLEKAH
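Assay system: LMPTP-A enzyme. Input: 0.625 nM LMPTP-A final. Probe or stimulus: 400 µM OMFP. Compound dosing: single 20 µM dose. Schedule: 50 min dark incubation at room temperature. Detection: fluorescence intensity of OMFP turnover product. Read-out: percent inhibition versus substrate-only and uninhibited controls. Benchmarks: no-enzyme low control, uninhibited high control.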
SKN-1 inh: suppressors of acrylamide-induced Pgst-4::GFP reporter in worms, primary screen, SKN-1 inhibitor project, whole organism, uHTS, GFP/RFP fluorescence ratio, strain VP596; C. elegans VP596 Pgst-4::GFP/RFP ratio, 24 h; 360,000 tested, 0.49% active; inhibition, % at 21.8 µM;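 active = interference check ratio from 0.5 to 1.5 plus GFP to RFP signal ratio inhibition reaching or exceeding a fixed threshold, cut at about 30% in these data, passing the limit was not always enough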; note: some compounds called inactive have numbers as strong as hits
CendR NRP1 mod: modulators of CendR peptide binding to NRP-1, primary screen, biochemical, fluorescence polarization, uHTS. AID 602438, 2012. Neuropilin-1 (Homo sapiens), O14786. FAM-RPARPAR peptide binding to NRP-1. inhibition, % at 25 µM. 360,000 tested, 0.85% active;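 active = inhibition or corrected inhibition above about 18%, plus a signal ratio from 0.5 to 1.5, limit read from the data, passing the limit was not always enough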; note: strong numbers were not always called active
STEP inh: STEP phosphatase inhibitors, primary screen, biochemical, fluorescence intensity, uHTS; recombinant STEP, OMFP fluorogenic substrate; inhibition, % at 20 µM; 360,000 tested, 0.25% active;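 active = inhibition at 20 µM, scaled per plate between control wells, above about 37%, limit read from the data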;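 note: 0% = DMSO with enzyme and substrate and 100% = substrate only without enzyme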
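Test system: STEP tyrosine phosphatase / Reagent: OMFP at 25 µM / Doses: 20 µM, 1% DMSO / Read-out: percent inhibition scaled to no-enzyme and uninhibited-enzyme controls, plate-pattern corrected / Detection: FITC-channel fluorescence of OMFP product / Medium: Bis-Tris buffer pH 6.0, 2.5 mM DTT, 0.005% Tween 20 / Schedule: 20 min at room temperature, dark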
SUMO1-SIM PPI: modulators of SUMO1 protein-protein interactions, primary screen, biochemical, uHTS; Small ubiquitin-related modifier 1 (Homo sapiens), P63165; SUMO1 binding to a labelled peptide, TR-FRET, 1 h; inhibition, % at 20 µM; 360,000 tested, 0.33% active; AID 602429, 2012; in the data active = inhibition above about 37%
Target sequence (P63165 whole entry, looked up): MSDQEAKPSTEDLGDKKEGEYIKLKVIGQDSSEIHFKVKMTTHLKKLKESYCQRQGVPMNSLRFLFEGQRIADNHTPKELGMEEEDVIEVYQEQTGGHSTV
MT1-MMP act inh: blockers of MT1-MMP proenzyme processing, primary screen, HT1080 RFP-PRO-GFP cells, GFP/RFP fluorescence; Matrix metalloproteinase-14 (Homo sapiens), P50281; GFP/RFP ratio fluorescence, overnight; percent of plate control window, DMSO zero; GFP/RFP ratio change, % at 20 µM; 360,000 tested, 0.061% active; AID 651647, 2012;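 active = GFP/RFP ratio change of at least 30% with cell ATP level not reduced by more than half and red fluorescence within 50% of control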; note: strong numbers were not always called active
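Test system: HT1080 cells expressing an RFP-PRO-GFP fluorescent reporter construct / Compound dosing: single-point 20 µM compound, 1% DMSO / Schedule: cells overnight before dosing, compound overnight, 37 °C, 5% CO2 / Evaluation: GFP/RFP fluorescence ratio / Control set: DMSO and RFP-L50D-GFP cell wells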
Rpn11 block: Rpn11 (PSMD14) deubiquitinase inhibitors, primary screen, biochemical, fluorescence polarization, uHTS. human 26S proteasome, Ub4-pepOG fluorescence polarization; 20S core pre-blocked with epoxomicin. 360,000 tested, 0.59% active. calls only at 20 µM;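 active = inhibition at 20 µM, scaled to each plate's controls, above about 33%, limit read from the data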
Target sequence (O00487 whole entry, looked up): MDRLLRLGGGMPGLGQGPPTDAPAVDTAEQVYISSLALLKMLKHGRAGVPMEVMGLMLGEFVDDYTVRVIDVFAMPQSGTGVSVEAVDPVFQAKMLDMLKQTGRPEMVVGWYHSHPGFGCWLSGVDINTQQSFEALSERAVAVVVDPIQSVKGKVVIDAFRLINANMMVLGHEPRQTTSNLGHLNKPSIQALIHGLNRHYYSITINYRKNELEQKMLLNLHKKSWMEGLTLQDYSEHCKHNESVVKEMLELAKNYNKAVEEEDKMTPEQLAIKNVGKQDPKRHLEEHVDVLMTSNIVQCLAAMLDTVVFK
NadD block: inhibitors of S. aureus NadD, primary screen, biochemical, colorimetric, uHTS | 360,000 tested, 0.78% active | Nicotinate-nucleotide adenylyltransferase NadD (Staphylococcus aureus N315) | inhibition, % at 20 µM | purified NadD enzyme, colorimetric absorbance read-out | AID 602399, 2012; in the data active = inhibition above about 26%; note: some compounds past the cut are filed as inactive
DNMT1 block: human DNMT1 methyltransferase inhibitors, primary screen, biochemical, molecular beacon, fluorescence, HinP1I cleavage, uHTS | inhibition (reported as % activation of signal), % at 10 µM | 360,000 tested, 0.83% active | AID 588458, 2011 | DNA (cytosine-5)-methyltransferase 1 (Homo sapiens), P26358; in the data active = inhibition above about 50%
Active calls of the source: *; i = inactive; · = not tested or not shown; + = active, no number.

SMILES	Scp1 inh	LMPTP inh	SKN-1 inh	CendR NRP1 mod	STEP inh	SUMO1-SIM PPI	MT1-MMP act inh	Rpn11 block	NadD block	DNMT1 block
CC(=O)c1sc(-c2ccccc2)cc1NS(=O)(=O)c1ccccc1	21	-1.8	9	5	1	5	-1	i	7	-9
Cc1ccc(CC(=O)NCc2ccc3c(c2)OCO3)cc1	0	0.8	0	1	-2	2	2	i	4	-2
COc1ccc2c(c1)[nH]c1c(=O)n(/N=C/c3ccc(OC)c(CN4CCCCC4)c3)cnc12	-11	7.1	6	-5	1	0	9	i	-11	0
Cc1ccc(CN2CCN(C3CCCC3)C(CCO)C2)s1 (stereo not drawn)	-10	-1.2	-2	2	6	-1	1	i	-3	0
COc1cc(C2NC(=S)NC(C)=C2C(=O)c2ccccc2)ccc1O (stereo not drawn)	-5	1.1	11	-21	2	-6	0	i	3	-24
COc1ccc(-c2ccnc3nc(N4CCN(c5ccccc5)CC4)nn23)cc1	-5	3.0	27	6	4	3	0	i	0	-9
Nc1c2c(=O)oc(-c3ccccc3)cc2nn1-c1ccccc1	-5	1.7	10	-12	-7	-12	7	i	9	-3
CCCCCC1CCC(C(=O)NCCN2CCOCC2)CC1 (stereo not drawn)	-12	-2.1	0	6	-2	-2	2	i	-7	-1
Cc1cc2nc(-c3cccc(Br)c3)c(Cc3cccc(Cl)c3)n2c(C)c1Br	·	3.2	3	-19	·	2	2	·	35*	·
Cc1cc(OCc2cc(C(=O)N(C)CCCN3CCOCC3)no2)cc(C)c1Cl	-6	-1.2	-7	2	-1	4	10	i	-10	-11
Nc1nonc1-n1nnc(C(=O)N/N=C/c2ccc(O)cc2)c1CN1CCCCCC1	-4	-0.1	0	-2	-1	-2	-7	i	4	5
O=c1ncn(-c2cccc([N+](=O)[O-])c2)c2ccccc12	15	-0.7	-2	14	-2	-16	0	i	0	0
Cc1ccc(CNC(=O)C2CC(c3ccccc3C(F)(F)F)=NO2)o1 (stereo not drawn)	6	-2.2	1	18	2	-4	-5	i	3	-9
CCCCCn1nc(C(=O)N(CC(C)C)c2c(N)n(CCCC)c(=O)[nH]c2=O)c2ccccc2c1=O	7	0.7	11	5	2	-5	-2	i	4	-1
Cc1ccc(Nc2nnns2)cc1	-3	5.1	-2	5	3	2	0	i	0	-3
CC(=O)Nc1ccc(S(=O)(=O)N[C@@H](C)C(=O)N(C)Cc2cccs2)cc1	-5	-1.5	-18	6	-2	-2	0	i	-3	2
COc1ccc(C(=O)Nc2ccc(S(=O)(=O)N3CCN(C)CC3)cc2)cc1	6	0.3	3	5	2	12	0	i	-9	-1
O=C(O)c1ccc(N/N=C/c2ccc(OC(=O)c3cccc(Cl)c3)cc2)cc1	40	9.6	13	-1	1	61*	3	i	26	7
COc1ccc(NC(=O)C23CCC(C2)C(C)(C)C3=O)cc1 (stereo not drawn)	-2	-0.7	-3	-2	1	-2	-1	i	5	3
O=C(Nc1ccccc1)C1=C[C@H](c2csc3ccccc23)C[C@H](OCc2ccc(CO)cc2)O1	-9	5.5	32	3	-1	-4	8	i	-11	-19
O=C(Cc1ccc(F)cc1)Nc1ccc(F)c([N+](=O)[O-])c1	-5	0.7	12	-1	-2	-20	10	i	-3	-7
COc1ccc(-c2cc(=O)c3ccccc3[nH]2)cc1	-2	-0.3	12	4	2	5	3	i	0	6
CCCOC(=O)c1c(NC(=O)CSc2nc(-c3ccco3)cc(C(F)(F)F)n2)sc(C(=O)OC)c1C	-15	0.5	5	-6	2	1	-4	i	1	2
Cc1cccc(NC(=O)c2cccc(C(=O)Nc3cccc(C)c3)n2)c1	-10	-0.3	2	0	-1	1	-2	i	-7	11
O=C(c1ccc2ccccc2n1)N1CCN(Cc2c(F)cccc2Cl)CC1	-3	-0.4	5	0	-2	-5	0	i	-2	-1
C=C1C(=O)[C@]23C[C@H]1CC[C@H]2[C@]1(C)[C@@H](OC(C)=O)CC[C@@](C)(C(=O)O)[C@H]1C[C@@H]3O	·	-0.8	1	11	-1	8	-5	i	-2	6
COc1ccc(S(=O)(=O)Nc2cccc3c2O[C@H](CN(C)Cc2ccccc2)[C@@H](C)CN([C@H](C)CO)C3=O)cc1	6	-1.2	-9	4	0	-1	3	i	7	-1
O=C(N/N=C\c1ccc2c(c1)OCO2)c1ccc(Cn2cc(Br)c([N+](=O)[O-])n2)o1	-10	-2.3	2	-1	0	19	3	i	-2	-3
Cc1cccc(CN2CCC(C(N)=O)CC2)c1	-1	0.5	0	8	-2	2	-1	i	-1	11
CC(C)(C)NC(=O)Cc1ccc(Cl)c(Cl)c1	5	0.0	9	-3	-2	1	7	i	1	3

Full records from above. Order of screens: Scp1 inh	LMPTP inh	SKN-1 inh	CendR NRP1 mod	STEP inh	SUMO1-SIM PPI	MT1-MMP act inh	Rpn11 block	NadD block	DNMT1 block
Shown for COc1ccc(S(=O)(=O)Nc2cccc3c2O[C@H](CN(C)Cc2ccccc2)[C@@H](C)CN([C@H](C)CO)C3=O)cc1 = 6	-1.2	-9	4	0	-1	3	i	7	-1
Shown for O=C(Cc1ccc(F)cc1)Nc1ccc(F)c([N+](=O)[O-])c1 = -5	0.7	12	-1	-2	-20	10	i	-3	-7
Shown for COc1ccc(-c2cc(=O)c3ccccc3[nH]2)cc1 = -2	-0.3	12	4	2	5	3	i	0	6

Later entries
SMILES	Scp1 inh	LMPTP inh	SKN-1 inh	CendR NRP1 mod	STEP inh	SUMO1-SIM PPI	MT1-MMP act inh	Rpn11 block	NadD block	DNMT1 block
COc1cc2c(cc1NC(=O)CSCC(=O)O)oc1ccccc12	20	-1.9	-15	-13	-2	2	2	i	0	0
CN(C(=O)c1ccc(N2CCCCC2)c([N+](=O)[O-])c1)C1CCS(=O)(=O)C1 (stereo not drawn)	-1	-0.1	5	5	0	-32	3	i	3	2
Cc1ccc(-c2csc(=S)[nH]2)cc1	-7	0.0	3	-3	1	-1	3	i	-1	1
CC1CCCCN1CCNC(=O)C1CC(=O)N(c2ccc(F)c(Cl)c2)C1 (stereo not drawn)	-3	-3.0	-2	-3	3	-1	4	i	4	1
CCN(CC)S(=O)(=O)c1ccc(C(=O)NCc2ccc3c(c2)OCO3)cc1	1	0.2	-1	-10	-2	4	7	i	-8	1
CCOC(=O)c1cnc2ccc(OCC)cc2c1NCc1cccnc1	0	0.8	7	0	-1	-8	3	i	-6	-9
O=c1c(-c2ccccc2)coc2c(CN3CCCC3)c(O)ccc12	2	0.4	-6	3	-4	-2	3	i	1	-1
COc1cccc(/C=C2/CN(C)CC3=C2OC(N)=C(C#N)C3c2cccc(OC)c2)c1 (stereo not drawn)	4	2.2	22	-38	1	-11	-3	i	18	-9
COc1ccc(NC(=O)CSc2nncs2)cc1OC	0	-0.5	-14	-11	-2	-3	-4	i	-6	-6
O=C(CC1C=Cc2ccccc2N1C(=O)c1ccccc1)c1ccccc1 (stereo not drawn)	-8	0.7	5	-9	1	-1	0	i	-12	1
CCN1/C(=C/c2ccc3cccc(C)c3[n+]2CC)Sc2ccccc21	41	34	49*	-220	3	-96	-222	+	5	8
O=C(CC1C(=O)NCCN1C/C=C/c1ccccc1)NCCc1cnccn1 (stereo not drawn)	-9	-1.4	-6	-3	0	-7	-1	i	4	-2
Cc1ccc(S(=O)(=O)N2CCCC2C(=O)O)cc1 (stereo not drawn)	-11	-0.3	1	-1	1	-8	2	i	3	1
COc1ccc(OCC(O)Cn2c(=N)n(CCN3CCCCC3)c3ccccc32)cc1 (stereo not drawn)	-3	2.3	-12	6	4	0	6	i	-4	1
CC(C)(C)n1nnnc1C(c1ccccc1)N1CCc2ccccc2C1 (stereo not drawn)	-1	0.4	-4	1	3	-4	1	i	0	-6
O=C(CN1C(=O)S/C(=C\c2cccc(Cl)c2)C1=O)NCCCn1ccnc1	-9	-0.2	5	9	6	-30	-2	i	3	2
Cc1cc(-n2ccc(=O)[nH]c2=O)nc(-c2ccccc2)n1	-1	-0.7	0	5	-3	5	10	i	4	3
CC(OC(=O)[C@@H](NC(=O)OCc1ccccc1)C(C)C)C(=O)Nc1ccc(N2CCOCC2)cc1 (stereo partly drawn)	-6	-0.5	-17	-3	0	0	-1	i	-4	4
O=C(CCC(=O)Nc1ccc(F)cc1)N/N=C/c1ccc(F)cc1	-14	0.3	3	5	-3	-7	-1	i	-7	0
O=C(CCOc1ccccc1)N1CCCC(Nc2ccccc2)C1 (stereo not drawn)	·	-1.0	23	-25	0	5	3	i	-4	5
COc1cccc(C(=O)N2CCC(n3nccc3NC(=O)CCOc3ccccc3)CC2)c1	-7	-1.8	-2	-5	-2	0	1	i	3	4
O=C(Nc1cccnc1)C1(F)C(F)(F)C(F)(F)C(F)(F)C(F)(F)C1(F)F	7	0.2	0	-6	3	-1	0	i	-4	5
CCCc1nc2ccc(C)cn2c1Cc1cccc(Cl)c1	·	0.9	11	-10	-1	4	2	i	0	7
CN(C)C(=O)CSc1nc2ccccc2c(=O)[nH]1	-9	-0.6	1	-2	3	-4	-5	i	1	-1
O=C(COC(=O)c1cc(=O)[nH]c2ccccc12)NCc1cccs1	3	-0.6	5	7	1	-12	4	i	-4	-1
CCn1c(C)nc2cc(C(=O)N/N=C/c3cccc(OC)c3O)ccc21	-17	0.5	1	-3	4	-3	-3	i	-2	-1
O=C(CSc1nnc(-c2ccco2)n1CC1CCCO1)c1ccccc1 (stereo not drawn)	1	-1.4	-25	-5	-4	-2	0	i	-2	1
Cc1cc(C(=O)NC2CCCc3c2cnn3-c2cccc(C)c2C)n(C)n1 (stereo not drawn)	-8	2.0	7	-7	0	0	6	i	2	4
